Screens: PubChem, several laboratories
TNAP inh no acc: inhibitors of human TNAP without phosphate acceptor; purified TNAP, CDP-star luminescence, 30 min; AID 1012; 200,000 compounds, 0.26% hits; inhibition, % at 20 µM; P05186;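 active means tissue-nonspecific alkaline phosphatase inhibition above about 50% at 20 µM in the single-dose screen, limit read from the data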;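 further: 0% = DMSO negative control and 100% = EDTA positive control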
Target sequence (P05186 whole entry, looked up): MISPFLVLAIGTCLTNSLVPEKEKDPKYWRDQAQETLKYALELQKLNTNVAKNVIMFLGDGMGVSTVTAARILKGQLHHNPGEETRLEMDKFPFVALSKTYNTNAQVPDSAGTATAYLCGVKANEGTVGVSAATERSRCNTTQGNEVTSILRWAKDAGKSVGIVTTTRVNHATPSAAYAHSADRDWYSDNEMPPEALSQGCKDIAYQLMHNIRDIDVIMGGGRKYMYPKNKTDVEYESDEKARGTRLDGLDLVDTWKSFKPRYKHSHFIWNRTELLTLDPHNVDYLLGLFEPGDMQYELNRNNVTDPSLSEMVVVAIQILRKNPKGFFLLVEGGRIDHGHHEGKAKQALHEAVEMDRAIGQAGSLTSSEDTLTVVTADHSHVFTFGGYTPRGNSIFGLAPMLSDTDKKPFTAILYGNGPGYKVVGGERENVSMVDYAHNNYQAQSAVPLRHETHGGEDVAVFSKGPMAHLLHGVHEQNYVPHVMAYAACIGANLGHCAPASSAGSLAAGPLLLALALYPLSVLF
APP 5'UTR act: APP 5'UTR luciferase reporter activation; SH-SY5Y APP 5'UTR luciferase reporter, luminescence; zero percent = DMSO vehicle wells; activation, % at 2 µM; 190,000 compounds, 1% hits;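 active means activation above a set limit, based on mean plus 3 SD of controls, cut at about 140% in these data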; further: values of inactives mirror those of a sister screen read the other way
TNAP inh hiacc: inhibitors of human TNAP at high phosphate acceptor concentration; purified TNAP, CDP-star luminescence, 1 M DEA; AID 1135; 200,000 compounds, 0.03% hits; P05186; inhibition, % at 20 µM;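 active means over 50% inhibition of tissue-nonspecific alkaline phosphatase at 20 µM in the single-dose screen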;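 further: plate controls were DMSO wells for no effect and EDTA-quenched wells as full inhibition for full effect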
PMI act: phosphomannose isomerase (human) activation; P34949; purified human PMI, coupled resazurin fluorescence, 20 min; stronger effect = higher value; 1 = vehicle control, 0 substrate-free wells; activation factor at 20 µM; 190,000 compounds, 0.005% hits; AID 1214;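 active means activation factor of 2 or more at 20 µM, relative to plate controls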
Target sequence (P34949 whole entry, looked up): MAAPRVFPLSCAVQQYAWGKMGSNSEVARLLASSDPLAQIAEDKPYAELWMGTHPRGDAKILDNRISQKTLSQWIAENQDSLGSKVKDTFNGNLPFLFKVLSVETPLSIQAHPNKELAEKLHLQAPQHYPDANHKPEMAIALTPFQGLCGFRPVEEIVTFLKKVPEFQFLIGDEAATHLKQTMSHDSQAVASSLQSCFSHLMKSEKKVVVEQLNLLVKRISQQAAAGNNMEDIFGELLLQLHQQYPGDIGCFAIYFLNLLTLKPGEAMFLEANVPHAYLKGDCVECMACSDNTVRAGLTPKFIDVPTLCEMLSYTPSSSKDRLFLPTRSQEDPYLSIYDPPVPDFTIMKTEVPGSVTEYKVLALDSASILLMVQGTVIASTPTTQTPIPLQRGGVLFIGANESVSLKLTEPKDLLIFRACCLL
FLuc stim CS: affects firefly luciferase, flagging false hits in luciferase stimulation screens. P08659. ATPlite luciferase biochemical, luminescence, 10 min; 0 = ATP-free wells, 1 = DMSO control. activation factor at 10 µM. 200,000 tested, under 10 active. AID 1027;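 active means luciferase activation factor, scaled between plate controls, of at least 2 with compound at 10 µM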
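Material: Luciferase/luciferin reagent mix; Doses: test compounds dosed from 2 mM stocks in 100% DMSO; Schedule: 10 min incubation after luciferase reagent addition, room temperature; Measured by: luminescence from luciferase reaction; Read-out: luminescence gain marking luciferase activators.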
bIAP activator: intestinal alkaline phosphatase (bovine) activation; activation factor at 20 µM; 200,000 compounds, 0.17% hits; purified bovine IAP, CDP-star luminescence, 30 min; stronger effect = higher value; fold of DMSO-control signal, blank-subtracted;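 active means activation factor of 2 or more at 20 µM, a signal rise over negative controls twice the positive control's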
TNAP act hi DEA: increases human TNAP activity under high phosphate acceptor concentration. P05186. purified TNAP, CDP-star luminescence, 1 M DEA, 30 min; stronger effect = higher value; 0 = EDTA background, 1 = DMSO-only activity. activation factor at 20 µM. 200,000 tested, under 10 active. AID 1136;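 active means activation factor at least 2 at 20 µM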
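system = human TNAP | amount = enzyme diluted 1/800 final | reagent = 100 µM CDP-star substrate | signal = luminescent substrate turnover signal | dosing = one dose, 20 µM | benchmarks = EDTA negative control, DMSO positive control | measure = activation factor | timing = 30 min reaction, room temperature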
PMI act satM6P: increases human PMI activity with near-saturating mannose 6-phosphate; 190,000 compounds, 0.34% hits; AID 1216; P34949; activation factor at 20 µM; coupled PMI enzyme assay, resazurin fluorescence, 20 min; stronger effect = higher value; 1 = untreated enzyme, 0 = substrate-free blank;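 active means activation factor of 2 or more at 20 µM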
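Test system: Human PMI in coupled enzyme assay | Input: 15 ng/mL PMI | Medium: HEPES-buffered pH 7.4 with magnesium and detergent | Compound: One concentration, 20 µM, in 1% DMSO | Incubation: Enzyme reaction with compound 20 min at room temperature | Detection: Diaphorase-driven resazurin-to-resorufin fluorescence, excitation 544, emission 590 nm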
NF-kB neuron act: NF-kB expression increase, human neuronal cells. NF-kB reporter expression; stronger effect = higher value. fold change at 12.5 µM. 190,000 compounds, 1.6% hits. AID 1239; in the data active means fold change above about 3.3
FLuc inhib CS: inhibits firefly luciferase, flagging false hits in luciferase inhibition screens | P08659 | ATPLite firefly luciferase biochemical luminescence, 10 min | inhibition, % at 10 µM | 200,000 compounds, 1.5% hits | AID 1006;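 active means inhibition above about 50% when tested at 10 µM, limit read from the data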
Starred values were filed as active, the others as inactive; nt = not tested or not shown.

SMILES	TNAP inh no acc	APP 5'UTR act	TNAP inh hiacc	PMI act	FLuc stim CS	bIAP activator	TNAP act hi DEA	PMI act satM6P	NF-kB neuron act	FLuc inhib CS
O=C(Cn1cc([N+](=O)[O-])cn1)NCCc1nc2ccccc2[nH]1	-14	-4	-6	1	1	1.1	1.1	0.9	1.2	3
COc1cc(OC)cc(OCC(O)Cn2ccnc2)c1 (stereo not drawn)	11	13	-9	1.1	1.1	1	1.1	1	0.95	-6
CCOc1ccccc1-n1c(SCC(=O)NC(C)CC)nnc1-c1ccoc1C (stereo not drawn)	-2	18	-4	1	1.1	1	1	1	1.1	-12
Cn1c(=O)c(C(=S)NC(=O)C2CC2)c(N)n(Cc2ccccc2)c1=O	-8	-6	4	0.9	1.1	1	1	0.9	1.2	-6
NS(=O)(=O)c1cccc(NC(=O)COC(=O)Cc2ccc(Cl)cc2)c1	4	15	5	1.2	1	0.9	1	1.1	1.2	1
O=C(O)COc1ccccc1C(Nc1cccnc1)c1cc(Cl)c2cccnc2c1O (stereo not drawn)	-7	13	2	0.7	1.1	1.3	1	0.7	0.96	-6
CCc1ccccc1NC(=O)CSc1nnc(-c2ccco2)n1N	-10	6	-5	1	1.1	0.8	1	1	0.99	-7
O=C(CN1C(=O)c2ccccc2C1=O)Nc1ccc(S(=O)(=O)NCC2CCCO2)cc1 (stereo not drawn)	-12	-7	1	1	1	0.9	1	1	1.2	-3
COc1ccc2[nH]c(=O)c(C(=O)O)cc2c1	-11	25	-4	1	1	0.9	1	0.8	0.93	-4
O=C(NCC(=O)N(Cc1ccccc1)C(C(=O)NC1CCCC1)c1ccco1)c1ccco1 (stereo not drawn)	-5	-1	1	0.8	0.5	0.9	1	0.9	0.32	45
N/C(CCCN1CCCCC1)=N/O	-9	1	-3	0.9	1	1	1	0.9	0.86	-3
O=C(NCc1cccnc1)C(C(=O)c1ccc(F)cc1)n1ccccc1=O (stereo not drawn)	-12	0	-1	0.9	1.1	0.9	1	0.9	1.2	-9
O=C(NC(=S)NNS(=O)(=O)c1ccccc1)c1ccccc1[N+](=O)[O-]	-2	-14	9	0.9	1	1	0.9	1	0.95	4
COc1cccc(OCCn2cc(C(=O)c3ccco3)c3ccccc32)c1	3	2	-4	1	1	0.8	1	1	1	0
O=C(Cn1nnc2ccccc21)NC1CCCCC1	-8	0	-6	1	1.1	0.9	1.1	0.9	1.1	-5
COc1ccc(OC)c(C2/C(=C(\O)c3ccc(OC)c(Cl)c3)C(=O)C(=O)N2CCN(C)C)c1 (stereo not drawn)	-10	12	-2	1	1.1	1	1	1.1	1.1	-5
O=C(Nc1ccc(OCC(=O)N2CCN(S(=O)(=O)c3ccccc3)CC2)cc1)c1ccco1	-11	8	-6	1.1	0.8	1	1.1	1.1	1.2	18
Cc1cc(C)n2nc(C(=O)OCC(=O)N(CC(C)C)CC(C)C)nc2n1	-7	4	-1	1	1	1	1	1	1.1	-3
OCCNc1nc2ccccc2n1CCN1CCCCC1	-4	15	3	1.1	1	1.1	1	1	1.3	-5
COC(CNC(=O)CNC(=S)N(CCCN1CCOCC1)Cc1cccs1)OC	-16	20	-3	1.1	1	0.9	1	1.1	1.1	-4
NC(=O)CCn1ccc2ccccc21	-18	23	-4	1	1	1	1	1	0.96	-2
Cc1nc(N2CCOCC2)[nH]c(=O)c1C	-6	-12	3	1	1	1	1	1	1.2	0
Cc1ccc(C)c(N2CCN(C(=O)c3cc4sccc4n3C)CC2)c1	-4	6	-6	0.8	1.1	1.1	1.1	0.9	1.2	-5
Cc1nnc(N/N=C/c2c(Cl)cccc2Cl)n1N	0	-4	2	1.1	1	0.9	1	0.7	1	-2
Cc1ccc(C)c(C(=O)Cn2ncc(Cl)c(Cl)c2=O)c1	-9	-38	-2	1.1	1	1	1	1.1	1.2	-4
CCn1c(CCNC(=O)c2cccs2)n[nH]c1=S	7	10	-10	1.1	1.1	1.1	1.1	1.1	0.93	-5
COc1ccc(/C=N/NC(=O)CC2N=C(Cc3ccccc3)NNC2=O)cc1OC (stereo not drawn)	4	20	0	1	1.1	0.9	1	1	1.1	-6
Clc1ccc(CN(CC2CCCO2)C(c2cccs2)c2nnnn2C2CCCC2)cc1 (stereo not drawn)	-5	3	1	0.9	1	0.9	1	0.9	0.92	-3
O=C(O)C1=C(OCc2ccccc2)C(=O)NCC1	0	27	-2	1.1	1	1.1	1	1.1	1	-3
CC1CCCN(CCOCCOc2ccc(Cl)cc2Br)C1 (stereo not drawn)	-10	7	-4	1	1	1	1	1.1	0.88	-4
COc1cc2c(cc1OC)C(C)N(C(=O)c1cccs1)CC2 (stereo not drawn)	-7	-3	-1	0.9	1	1	1	1	1.1	-2
COC(/C=C/Nc1ccc(C)c(C)c1)=C(C#N)C#N	-6	6	-4	0.9	1	0.9	1	1	1.4	-2
O=C(COC(=O)c1ccccc1NS(=O)(=O)c1cccs1)NC1CCCCC1	0	6	-1	0.8	1	0.6	1	1	1.1	-1
CN1CCN(c2ccc(S(=O)(=O)N3CCCCC3)cc2[N+](=O)[O-])CC1	2	-13	4	1	1.1	1	1	1.1	1.1	-8
CNS(=O)(=O)c1ccc(C(C)(C)C)cc1	-4	23	1	1	1	1	1	1.1	1.1	-3
CCOc1ccc2nc(NC(=O)/C=C/c3ccc4c(c3)OCO4)sc2c1	-10	6	0	1	1	0.9	1	0.9	1	-4
CCOc1ccc(NC(=O)CSc2nnc(-c3ccco3)n2C)cc1	-11	-28	-3	1	1	0.9	1	1.1	1.4	-4
CC(=O)c1ccc(-c2nnc(CCC(=O)N(C)Cc3c(C)nc4ccccn34)o2)s1	1	7	0	0.9	1	1.1	1	1	0.88	-3
Cc1cc(C)nc(SCc2cc(=O)c(OC(=O)c3ccc(Cl)c([N+](=O)[O-])c3)co2)n1	0	4	0	0.9	1	0.9	1	1	1.1	1
O=C(COc1ccc(Cl)cc1Cl)NCCCN1CCOCC1	-15	-5	-9	1	1	1	1.1	0.9	0.95	-4

Profiles as entered above. Values in the order: TNAP inh no acc, APP 5'UTR act, TNAP inh hiacc, PMI act, FLuc stim CS, bIAP activator, TNAP act hi DEA, PMI act satM6P, NF-kB neuron act, FLuc inhib CS
Entry for `O=C(COc1ccc(Cl)cc1Cl)NCCCN1CCOCC1` = -15, -5, -9, 1, 1, 1, 1.1, 0.9, 0.95, -4
Entry for `O=C(Cn1nnc2ccccc21)NC1CCCCC1` = -8, 0, -6, 1, 1.1, 0.9, 1.1, 0.9, 1.1, -5
Entry for `O=C(CN1C(=O)c2ccccc2C1=O)Nc1ccc(S(=O)(=O)NCC2CCCO2)cc1` (stereo not drawn) = -12, -7, 1, 1, 1, 0.9, 1, 1, 1.2, -3
Entry for `CN1CCN(c2ccc(S(=O)(=O)N3CCCCC3)cc2[N+](=O)[O-])CC1` = 2, -13, 4, 1, 1.1, 1, 1, 1.1, 1.1, -8
Entry for `CCc1ccccc1NC(=O)CSc1nnc(-c2ccco2)n1N` = -10, 6, -5, 1, 1.1, 0.8, 1, 1, 0.99, -7

Other entries
SMILES	TNAP inh no acc	APP 5'UTR act	TNAP inh hiacc	PMI act	FLuc stim CS	bIAP activator	TNAP act hi DEA	PMI act satM6P	NF-kB neuron act	FLuc inhib CS
CN1CCN(C(=O)/C(=C\c2ccccc2)c2ccccc2)CC1	-15	-16	-7	1	1	1.1	1.1	1.1	1.1	-5
O=C(COC(=O)c1ccccn1)NC1CCCCC1	-7	-5	-4	1	1	0.9	1	0.9	1.2	-1
CCSC1=N/C(=C\c2ccccc2)C(=O)N1c1ccc(OC)cc1	-5	18	-6	1	1	0.9	1.1	1	1.1	0
O=C(NCC1COc2ccccc2O1)C1C2C=CC3(CN(Cc4ccccc4Cl)C(=O)C13)O2 (stereo not drawn)	-8	10	-3	0.9	1.1	1	1	1	0.93	-9
COc1ccccc1NC(=O)CCC(=O)N(Cc1ccc(OC)c(OC)c1)c1nccs1	-12	1	-8	0.9	1	1.1	1.1	1	1.1	-4
Cc1ccc(NC(=O)COC(=O)CN2C(=O)COc3ccccc32)cc1	-12	-23	7	1	1	0.9	0.9	1	1.1	1
Cc1ccc(S(=O)(=O)NNC(=O)c2csnn2)cc1	1	-8	-1	1	1.1	1.1	1	0.9	1.1	-8
Cc1cc(Cl)ccc1NC(=S)Nc1ccccn1	-7	56	0	1	1	0.7	1	1	1.6	-3
Cc1ccc(S(=O)(=O)N(C)C(=O)NC(=O)NS(=O)(=O)c2ccccc2)cc1	-6	5	-4	1.1	1	1	1	1.1	1.1	-1
Cc1[nH]c2ccccc2c1C(=O)NS(=O)(=O)Nc1ccccc1	-6	13	-7	1.2	1.1	0.9	1.1	1.1	0.99	-10
COc1ccccc1C(=O)NCCCN1CCCC1=O	13	9	-5	1	1.1	1	1.1	1.1	0.93	-6
C/C(CCc1oc2c(Br)cc(Br)cc2c1-c1ccc(C)o1)=N\O	1	8	-2	1.4	1	1.1	1	1.6	0.99	-4
COC(=O)/C(NC(C)=O)=C(\C)c1ccc(Cl)cc1	-4	17	5	0.9	1	1	1	0.9	1.1	0
COc1cccc(CC2(CO)CCCN(S(=O)(=O)N(C)C)C2)c1 (stereo not drawn)	-3	1	-2	0.9	1	1.1	1	0.9	1.1	-2
COc1ccc(NC(=O)c2c[nH]c(=O)n(-c3ccc(C)c(C)c3)c2=O)cc1OC	-6	15	-2	0.9	1.1	0.9	1	0.9	1.2	-6
O=C(Nc1ccc(F)cc1)c1ccc(S(=O)(=O)NCC2CCCO2)cc1 (stereo not drawn)	-16	8	-9	1	1.1	0.9	1.1	1	0.86	-7
COc1cc(/C=N/Nc2nc(Nc3ccccc3)nc(N3CCCCC3)n2)ccc1OCC(=O)O	-10	16	-1	1.2	0.5	1.3	1	1	1.4	51*
O=C(CN(c1ccccc1)S(=O)(=O)c1ccc(F)cc1)NC1CCS(=O)(=O)C1 (stereo not drawn)	-10	-20	-1	0.9	1	1	1	0.9	1.1	0
COc1ccc(NC(=O)OCCn2c([N+](=O)[O-])cnc2C)cc1	-13	-1	-1	0.9	1	1	1	0.9	1.1	-4
COCCN1CCN(Cc2nc(Cc3ccc(OC)c(OC)c3)no2)CC1	-13	7	-9	0.9	1	1	1.1	0.9	1.1	-5
O=C(O)CN(c1ccccc1F)S(=O)(=O)c1ccccc1	-11	-6	-5	0.9	1	0.9	1.1	1	1	-2
CC(C)N1CCN(Cc2nc3ccccc3s2)CC1CCO (stereo not drawn)	-6	3	-3	nt	1.1	1	1	nt	1.1	-7
CC(=O)N1CCc2cc(S(=O)(=O)NCCCN3CCN(Cc4ccccc4)CC3)ccc21	-20	-63	-7	0.9	1.1	1.1	1.1	1	0.61	-6
CC1=C(OC(=O)c2ccccc2)C(C)(C)C(c2ccccc2)OC1=O (stereo not drawn)	1	nt	-3	1	1.1	0.9	1	1	1.4	-6
CCCOc1ccc(C(=O)NCc2ccco2)cc1	2	22	-3	1	0.9	0.9	1	1	1.2	10
